# Wee1 degr inh = inhibitors of human Wee1 degradation | AID 1321 | HeLa Luc-Wee1K328M stability, luciferase luminescence; 100% = proteasome inhibitor MG132 effect | P30291 | reporter increase, % at 5 µM | actives 1.2% (n = 220,000);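 active = activation above the mean of all tested compounds plus 3 SD, set per screening run, cut at about 8.8% in these data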;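 note: cells exposed to compound for 20 h before luminescence read; 0% = DMSO alone and 100% = MG132 at 30 µM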
# Target sequence (P30291 whole entry K328M): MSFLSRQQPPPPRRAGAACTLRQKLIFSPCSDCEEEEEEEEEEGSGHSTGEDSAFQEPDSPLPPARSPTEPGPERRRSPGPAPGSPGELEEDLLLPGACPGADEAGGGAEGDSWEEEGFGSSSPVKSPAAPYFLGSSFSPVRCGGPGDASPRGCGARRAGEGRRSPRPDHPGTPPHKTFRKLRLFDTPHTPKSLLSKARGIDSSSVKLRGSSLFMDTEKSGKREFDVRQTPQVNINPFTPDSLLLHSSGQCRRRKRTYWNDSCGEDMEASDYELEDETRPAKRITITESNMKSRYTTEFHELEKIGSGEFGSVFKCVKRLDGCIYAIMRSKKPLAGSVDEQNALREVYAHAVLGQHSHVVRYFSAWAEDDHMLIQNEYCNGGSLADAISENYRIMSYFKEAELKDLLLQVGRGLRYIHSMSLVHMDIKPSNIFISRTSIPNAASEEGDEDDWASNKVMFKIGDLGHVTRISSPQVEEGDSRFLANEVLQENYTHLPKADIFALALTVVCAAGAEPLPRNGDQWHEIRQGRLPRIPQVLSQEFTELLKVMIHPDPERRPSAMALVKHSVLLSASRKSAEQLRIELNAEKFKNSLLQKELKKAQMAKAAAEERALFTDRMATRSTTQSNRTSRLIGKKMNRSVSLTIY
# PPC-1+TRAIL kill = PPC-1 cancer cell killing with TRAIL present; PPC-1 cells + TRAIL, ATPLite viability luminescence; cell killing (% activity), % at 4 µM; actives 0.41% (n = 220,000);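 active = cell killing above 50% in the first pass at 4 µM, then a duplicate retest at 5 µM averaging 50% or more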;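 note: plate controls were cells with TRAIL plus DMSO for no effect and medium-only wells lacking cells for full effect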
# Ba/F3 V617F tox = lowers viability of Ba/F3 cells expressing EpoR and JAK2V617F; ATP luminescence; inhibition, % at 5.6 µM; actives 1.1% (n = 220,000);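 active = inhibition above the campaign mean plus 3 SD over all tested compounds, cut at about 24% in these data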;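 note: cytokine-independent growth of Ba/F3 cells driven by EpoR plus mutant JAK2; 0% = DMSO-treated cells and 100% = JAK inhibitor I control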
# zfTRPN1 agonist = agonists of zebrafish TRPN1 channel; AID 1424; actives 0.18% (n = 220,000); HEK293 zebrafish TRPN1-YFP, Fluo-8 calcium fluorescence; 100% = response to 87 µM carbachol; activation, % at 3 µM;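 active = activation above its plate's cutoff, the mean activation of test wells on that plate plus 3 SD, cut at about 19% in these data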;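 note: 0% = DMSO alone and 100% = 87 µM carbachol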
#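 System: zebrafish TRPN1-YFP in HEK293 cells / Dosing: 3 µM single point / Timing: dye loading 1 h at 37 °C, then 30 min room temperature / Signal: Fluo-8 calcium fluorescence, excitation 470-495 nm, emission 515-575 nm / Read-out basis: percent activation from peak over basal fluorescence ratio, control-normalized / Control set: high carbachol 87 µM, low DMSO alone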
# TNF necrop inh = TNF-alpha cell death inhibition in Jurkat FADD-/- cells | actives 0.068% (n = 220,000) | Jurkat FADD-/- TNF necroptosis rescue, ATP luminescence, 24 h; 0 = TNF only, 100 = no-TNF cells | AID 463075 | activation (protection from cell death), % at 10 µM;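 active = activation, meaning protection from cell death, of at least 50% relative to plate controls; inactive = activation below 50%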;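 note: necroptosis triggered by 40 ng/mL TNF-alpha added together with compound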
# RBBP9 inhibitor = human RBBP9 hydrolase inhibition; recombinant RBBP9, FP-Rh probe fluorescence polarization; AID 1515; inhibition, % at 7.94 µM; actives 0.2% (n = 220,000);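 active = inhibition above the campaign mean of all tested compounds plus 3 SD, cut at about 14% in these data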;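 note: plate controls were DMSO wells with RBBP9 for no effect and wells lacking RBBP9 protein for full effect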
# Target sequence (O75884 whole entry, looked up): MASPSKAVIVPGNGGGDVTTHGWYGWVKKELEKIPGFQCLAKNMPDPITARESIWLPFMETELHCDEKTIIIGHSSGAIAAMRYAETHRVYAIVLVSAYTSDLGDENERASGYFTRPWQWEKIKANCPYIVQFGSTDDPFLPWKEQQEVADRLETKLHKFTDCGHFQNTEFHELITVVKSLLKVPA
#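 Measured by – fluorescence polarization · Test system – RBBP9 protein · Input – 2.5 µM RBBP9 dispensing solution, before mixing · Measure – percent inhibition from mP, scaled between DMSO and no-protein wells · Benchmarks – DMSO-treated enzyme wells and wells lacking RBBP9 · Times – preincubation 30 min plus labeling 45 min at 25 °C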
# TRPML3 agonist = agonists of human TRPML3 channel | Q8TDD5 | HEK293 TRPML3-YFP, Fluo-8 calcium fluorescence; 100% = the carbachol control signal | activation, % at 3 µM | actives 0.29% (n = 220,000);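 active = activation above its plate's cutoff, the mean activation of the plate's test wells plus 3 SD, cut at about 12% in these data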;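 note: 0% = DMSO only wells and 100% = carbachol wells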
#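 Test system: TRPML3-YFP stable HEK293 cells. Doses: single point at 3 µM. Incubation: dye loading 1 h 37 °C then 30 min ambient, 125 s read. Signal: Fluo-8 calcium dye fluorescence, ex 470-495, em 515-575 nm. Measure: percent activation from peak-to-basal fluorescence ratio, scaled between DMSO and carbachol.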
# CHOP inh = CHOP inhibition in unfolded protein response | actives 3.8% (n = 220,000) | inhibition, % at 10 µM | AID 2732 | CHO-K1 CHOP-promoter luciferase, tunicamycin-induced, 15-18 h;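 active = compounds that reduced the stress-induced luciferase reporter signal by more than about 70% of percent inhibition, limit read from the data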;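 note: 0% = tunicamycin plus vehicle and 100% = wells without tunicamycin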
# BaF3 parental = reduces parental Ba/F3 cell viability, JAK2V617F counter-screen | CellTiter-Glo ATP luminescence | inhibition, % at 5.6 µM | actives 1.1% (n = 220,000);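 active = inhibition above a per-campaign cutoff, the mean inhibition of all tested compounds plus 3 SD, cut at about 27% in these data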;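 note: 0% = DMSO wells and 100% = JAK Inhibitor I control wells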
# Active calls of the source: *; nt = not tested or not shown; [ ] = remark or other dose. Compounds as they come. About 6.8% of those tested had a hit in this group.
# Each structure is followed by: Wee1 degr inh	PPC-1+TRAIL kill	Ba/F3 V617F tox	zfTRPN1 agonist	TNF necrop inh	RBBP9 inhibitor	TRPML3 agonist	CHOP inh	BaF3 parental
NC(=O)C1(N2CCCCC2)CCN(CC(=O)Nc2ccccc2Sc2ccccc2)CC1
→ 0	3	0	-1.2	-1.7	2	-1.0	-28	4
COc1ccc(C(=O)NNC2=NCCCCC2)cc1
→ 2	12	1	-0.3	0.9	-7	0.9	5	4
O=C(CSc1nc2ccccc2c(=O)n1CCCO)NCc1ccccc1
→ -3	4	-4	1.7	-0.4	7	2.0	-7	-1
O=C(COC(=O)c1ccc(S(=O)(=O)N2CCOCC2)cc1)Nc1nc(-c2ccccc2)cs1
→ 2	17	5	-0.1	-2.3	-3	0.1	27	15
CCCC(=O)Nc1ccc(NC(=O)c2ccco2)c(OC)c1
→ -1	-8	2	0.1	-0.3	-9	1.0	-11	4
CCN(CC)C(=O)Cn1cc(SCC(=O)NC)c2ccccc21
→ -1	17	-6	-1.1	1.6	0	0.7	-28	-2
COc1ccc(/C=C/C(=O)Nc2nc(C)c(C(=O)N(C)C)s2)cc1OC
→ -2	-5	1	-0.6	-1.1	-5	0.3	6	4
O=C(Nc1ccc2c(c1)OCO2)c1ccc(S(=O)(=O)N2CCCC2)cc1
→ -1	4	0	1.1	2.1	6	0.5	-14	6
COc1cccc(N(CC(=O)Nc2cccc(N(C)S(C)(=O)=O)c2)S(C)(=O)=O)c1
→ -1	23	2	-0.8	-5.0	-1	0.4	8	3
O=C(Nc1ccn(Cc2c(F)c(F)cc(F)c2F)n1)c1cccc(Cn2cc([N+](=O)[O-])cn2)c1
→ 1	8	-2	-0.3	-2.6	-4	-0.3	30	0
O=C(CCCC(=O)OCC(Cl)=C(Cl)Cl)Nc1ccccc1
→ 0	5	5	-2.1	1.1	-7	-0.9	5	9
CC(=O)N(CCC(c1ccco1)C(C)C)Cc1ccc(Cl)cc1 (configuration not stated)
→ -1	11	-3	-3.3	-1.5	-4	0.3	4	2
CCN(CCCNC(=O)C1CCN(S(=O)(=O)CC)CC1)c1cccc(C)c1
→ 5	20	3	-0.1	-0.8	1	0.1	-31	6
COc1cc(OC)cc(C(=O)NC(=S)Nc2nnn(C)n2)c1
→ 4	1	1	1.4	-0.2	-9	0.7	-6	3
CCn1nnc(NC(=O)C(C)(c2ccccc2)c2ccccc2)n1
→ 1	12	0	-1.0	-2.2	-10	0.6	-1	5
CCCC(=O)c1cc(-c2nc3ccccc3n2C)n(C)c1
→ 0	1	4	2.2	-1.4	0	-0.5	2	4
Cc1ccc(OCC(=O)N2N=C(C(F)(F)F)CC2(O)C(C)(C)C)cc1C (configuration not stated)
→ -1	1	3	-1.1	-0.7	-3	0.4	103*	5
CC(=O)NS(=O)(=O)c1ccc(NC(=O)CSc2ccc(C)cc2)cc1
→ -3	21	1	0.7	-2.6	-4	1.1	-8	10
COc1ccccc1CN1C(=O)CN(C2CCCC2)C(=O)C1c1ccc(F)cc1 (configuration not stated)
→ 1	1	-1	-1.4	-1.1	-1	0.1	39	0
Cc1[nH]c2ccccc2c1CCN(Cc1cccs1)C(=S)NC(C)(C)C
→ -2	-2	-1	0.5	2.4	-11	0.9	-11	9
CN(CC1CCOCC1)C(=O)CC1C(=O)NCCN1CC1CCCCC1 (configuration not stated)
→ 1	-7	0	0.2	-0.4	0	1.3	-5	7
CC(C)Cn1nc(NS(=O)(=O)c2ccccc2)c2cc3ccccc3nc21
→ -1	11	1	1.4	0.2	-5	0.1	-8	4
COc1ccc(S(=O)(=O)N2CCCC(C(=O)Nc3ccc(OC)c(OC)c3)C2)cc1 (configuration not stated)
→ -3	6	-1	0.1	0.1	0	0.3	-9	3
O=C(CSc1nnc(-c2cccc(S(=O)(=O)N3CCCC3)c2)n1-c1ccccc1)Nc1cccc(C(=O)O)c1
→ 2	11	3	0.7	0.3	-2	-0.3	-9	-5
Cn1c(=O)c2c(nc(SCCNS(=O)(=O)c3ccccc3)n2C)n(C)c1=O
→ 0	6	-1	0.8	0.8	-1	-0.1	-1	5
O=C(Nc1ccc2c(c1)CCC2)C1COc2ccccc2O1 (configuration not stated)
→ 6	6	1	-0.7	1.0	-4	-0.1	50	1
CCC1=NC(c2ccc(OC)cc2OC)N(O)C1(C)C (configuration not stated)
→ 2	29	-3	0.1	-1.0	-9	0.5	-2	5
O=C(Nc1nc2cc3c(cc2s1)OCO3)c1cccc(N2C(=O)CCC2=O)c1
→ 5	49[5 µM]	-3	2.0	7.3	-2	1.2	5	1
COc1cc(CCC(=O)OCC(=O)NCC2CCCCC2)cc(OC)c1OC
→ 2	-9	1	0.0	1.1	2	0.3	-1	4
COc1ccc(OC)c(NC(=O)CSc2nnc3ccc(-c4ccncc4)nn23)c1
→ 0	10	2	0.5	0.0	-9	0.3	-4	3
O=C(Cn1cc([N+](=O)[O-])cn1)Nc1cccnc1
→ -1	-1	1	0.6	-2.6	-1	1.0	25	11
O=C(CC(c1cccs1)S(=O)(=O)c1ccccc1)c1ccc(F)cc1 (configuration not stated)
→ 0	4	-4	-0.3	4.2	-7	0.0	-10	1
COc1ccc(NC(=O)C2CCCCN2N)cc1OCC(C)C (configuration not stated)
→ 1	11	-6	-2.5	1.5	4	0.6	26	0
Cc1ccc(OCC(=O)Nc2cc(-c3nn4c(C)nnc4s3)ccc2C)cc1
→ 0	-1	-5	-0.8	-1.6	-3	0.5	28	0
O=C(Nc1ccccc1[N+](=O)[O-])C1(c2ccccc2)CCOCC1
→ -1	20	-1	-0.5	-2.6	-4	0.0	-15	2
COc1ccc(N2CCN(C(=O)CSc3nnc4ncccn34)CC2)cc1
→ 0	19	-1	1.9	0.2	-7	-0.2	-4	3
COc1cc(-c2nc3n(n2)C(c2ccncc2)C2=C(CCCC2=O)N3)cc(OC)c1OC (configuration not stated)
→ -1	2	0	-1.1	-0.4	1	-0.1	22	0
Cc1ccc(S(=O)(=O)Nc2ccc(-c3nnc(SCc4ccccc4Cl)o3)cc2)cc1
→ -3	26	-2	0.6	0.5	-22	0.3	20	2
O=C(CCN1CCC(c2ccccc2)C1)c1cccs1 (configuration not stated)
→ 0	1	-4	1.6	-3.3	8	0.8	-34	0
CCC(=O)Nc1cccc(NC(=O)c2ccc(C)cc2Cl)c1
→ 2	30	4	-0.7	-0.3	-7	0.7	12	7
Cc1ccc(SCCC(=O)Nc2ccc(OCc3ccccc3)cc2)cc1
→ 1	-3	3	-1.4	-0.5	-9	0.0	13	7
O=C(NCC(=O)N(c1ccccc1)C(C(=O)NC1CCCC1)c1ccncc1)c1ccco1 (configuration not stated)
→ 0	nt	-2	-0.6	-0.3	0	1.1	nt	3
Cc1ccccc1NC(=O)COC(=O)/C=C/c1cccc(C(F)(F)F)c1
→ -4	13	-3	-0.4	1.7	-6	-0.6	5	2
CC1(C(=O)NC2CCCCCCC2)CC1(Cl)Cl (configuration not stated)
→ -4	11	-2	0.2	21	-8	1.0	9	0
Cn1cnc([N+](=O)[O-])c1Sc1nnc(-c2cccnc2)n1C
→ -3	19	3	1.0	-15	-3	0.6	11	-5
COC(=O)Cc1ccc(NC(=S)N2CCCCC2C)cc1 (configuration not stated)
→ 3	7	1	0.1	-0.7	-9	0.4	-2	1
COC(=O)c1ccc(NC(=O)Cc2ccc(C)cc2)cc1
→ -3	11	0	-0.9	4.6	-8	-0.4	-21	5
Cc1ccc(-c2cn(S(=O)(=O)c3cccc4nsnc34)nc2N)cc1
→ -1	2	2	-2.0	-1.3	-11	0.0	27	8
CC(/C=N/Nc1nc(C)cc(C)n1)=C\c1ccc(C(C)C)cc1
→ -2	3	-3	0.3	2.2	-1	-0.1	36	1
N#C/C(=C\Nc1ccccn1)S(=O)(=O)c1ccc(Cl)cc1
→ 3	9	1	-1.4	0.9	-5	0.1	1	0
CCCOc1ccc(C2c3c(oc4cc(C)c(C)cc4c3=O)C(=O)N2CCCN(C)C)cc1OCC (configuration not stated)
→ -3	2	-6	0.5	0.8	-5	0.3	-6	2
COc1ccc(C(=O)NC(C)c2nnc(SCC(=O)Nc3nc4ccccc4s3)n2C)cc1 (configuration not stated)
→ 0	1	2	-0.1	0.6	-4	0.0	1	2
CNc1nc(SC)nc(N2CCOCC2)n1
→ -4	15	-3	0.9	-1.8	2	0.0	-14	3
O=C(NCC1COc2ccccc2O1)c1ccc(NC(=O)C(c2ccccc2)c2ccccc2)cc1 (configuration not stated)
→ -3	0	-2	1.0	2.3	-13	0.7	47	4
Cc1cc(NS(=O)(=O)c2ccc(NC(=S)NC(=O)c3ccc(F)cc3)cc2)no1
→ 0	23	4	1.2	1.4	-6	0.4	-1	9
CC(=O)Nc1ccc(/C=N/N2C(C)CCCC2C)cc1 (configuration not stated)
→ 3	29	5	1.4	-2.5	-1	0.9	-8	12
COc1ccccc1Nc1nc(N)nc(CN2CCCCCC2)n1
→ 2	16	0	-0.1	-0.5	-10	-0.3	-4	2
CC1CN(C(=O)C2(C)CC2(Br)Br)CC(C)O1 (configuration not stated)
→ 2	3	-2	-0.6	1.4	-5	0.1	4	2
O=C(/C=C/NNC(=O)c1ccccc1)c1ccc(Br)cc1
→ 6	5	-1	1.9	6.2	-3	0.6	14	3
O=C(O)C1CC=CCC1C(=O)Nc1ccc2c(c1)OCCO2 (configuration not stated)
→ 3	14	-4	-1.3	-0.6	3	1.1	-13	-1

# Carrying on:
# Each structure is followed by: Wee1 degr inh	PPC-1+TRAIL kill	Ba/F3 V617F tox	zfTRPN1 agonist	TNF necrop inh	RBBP9 inhibitor	TRPML3 agonist	CHOP inh	BaF3 parental
CCCC(=O)c1ccc(-c2ccccc2)cc1
→ -4	1	-1	0.2	-0.3	-4	0.1	65	4
COc1ccc(CCNC(=O)C(Sc2ccccn2)c2ccccc2)cc1OC (configuration not stated)
→ 0	16	-4	-1.7	2.6	4	-1.0	6	3
CCOc1ccc(C(=O)c2cc([N+](=O)[O-])ccc2N2CCOCC2)cc1
→ 0	22	97*	0.5	-13	-8	0.3	-36	96*
CCOc1ccc(OCC(=O)NCCc2nc3ccccc3[nH]2)cc1
→ 3	21	-1	-0.7	1.5	-7	0.0	3	-1
O=C(NCc1ccco1)/C(=C\c1cccs1)NC(=O)c1ccsc1
→ 0	-3	-2	0.7	-5.8	-2	0.7	-6	-1
NC(=O)NC(=O)CSc1ccccc1
→ -2	12	3	0.4	2.5	-8	-0.7	9	3
